Screens from PubChem.
GPR151 activ: activators of human GPR151 | Q8TDV0 | PathHunter beta-arrestin GPR151 cells, luminescence | activation, % at 11.2 µM | actives 1% (n = 650,000) | AID 1508602; in the data active = activation above about 4.9%;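 note: 0% = median of compound wells and 100% = cells with positive control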
Target sequence (Q8TDV0 whole entry, looked up): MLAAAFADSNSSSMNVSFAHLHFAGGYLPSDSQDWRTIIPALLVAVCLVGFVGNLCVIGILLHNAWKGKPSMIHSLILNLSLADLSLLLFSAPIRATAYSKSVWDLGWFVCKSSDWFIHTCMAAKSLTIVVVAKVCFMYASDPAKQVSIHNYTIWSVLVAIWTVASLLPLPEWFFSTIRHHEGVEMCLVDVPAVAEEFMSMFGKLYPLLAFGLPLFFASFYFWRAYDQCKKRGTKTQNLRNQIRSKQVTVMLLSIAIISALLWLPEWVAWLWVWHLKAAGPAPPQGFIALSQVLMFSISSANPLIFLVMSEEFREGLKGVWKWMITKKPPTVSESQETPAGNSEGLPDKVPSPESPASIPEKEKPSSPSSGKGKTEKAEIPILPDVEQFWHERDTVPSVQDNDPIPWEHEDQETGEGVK
FBW7 act: activators of human E3 ligase FBW7; actives 0.13% (n = 650,000); AID 1259310; Q969H0; normalized activity (activation), % at 26.1 µM; AlphaScreen FBW7–phospho-cyclin E peptide binding, activator screen; in the data active = normalized activity above about 1.9%;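 note: purified mutant Fbw7 with reduced substrate affinity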
TEAD-YAP inh: TEAD-YAP interaction inhibition; HEK-TIYL cells, TEAD-Gal4/YAP UAS-luciferase luminescence; inhibition, % at 9.12 µM; actives 1.4% (n = 640,000); AID 1259422; in the data active = inhibition above about 32%;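 note: 0% = median of test compound wells and 100% = reference inhibitor wells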
MITF inh: human MITF inhibition, primary screen | O75030 | AlphaScreen MITF homodimerization, bead proximity signal | inhibition, % at 2.6 µM | actives 0.91% (n = 650,000); in the data active = inhibition above about 50%;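 note: 0% = vehicle wells with protein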
Target sequence (O75030 whole entry, looked up): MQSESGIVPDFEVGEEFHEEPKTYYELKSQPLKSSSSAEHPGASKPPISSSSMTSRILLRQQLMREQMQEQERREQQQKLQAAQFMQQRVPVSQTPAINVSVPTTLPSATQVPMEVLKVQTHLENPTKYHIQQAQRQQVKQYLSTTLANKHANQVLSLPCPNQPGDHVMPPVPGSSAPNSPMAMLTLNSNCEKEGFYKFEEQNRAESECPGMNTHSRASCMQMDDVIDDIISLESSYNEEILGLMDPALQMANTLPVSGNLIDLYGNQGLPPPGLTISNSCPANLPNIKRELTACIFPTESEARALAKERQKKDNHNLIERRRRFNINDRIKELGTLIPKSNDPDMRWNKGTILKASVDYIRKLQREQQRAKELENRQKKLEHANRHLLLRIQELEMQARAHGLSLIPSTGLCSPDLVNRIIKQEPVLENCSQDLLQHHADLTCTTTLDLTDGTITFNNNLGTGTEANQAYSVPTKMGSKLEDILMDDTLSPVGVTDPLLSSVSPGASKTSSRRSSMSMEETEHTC
* hit, by the source's call; & = joins results of further samples. Compounds were not picked by outcome (roughly 3.5% active in at least one column).

entry	Compound	GPR151 activ	FBW7 act
1	COC(=O)c1ccc(N2C(=O)CSC2c2ccc(Cl)cc2)cc1 (stereo not given)	-0.3	-0.4
2	CN(C)c1ccc(C(CNS(=O)(=O)c2cccs2)N2CCc3ccccc3C2)cc1 (stereo not given)	0.8	-0.4
3	CC1=C(C(=O)OC2CCCC2)C(c2coc3ccc(C)cc3c2=O)C2=C(CC(C)(C)CC2=O)N1 (stereo not given)	-0.2	-0.2
4	Cc1cc2ncn(S(=O)(=O)N3CCCCCC3)c2cc1C	-0.9	0.0
5	COCc1cc(=O)n2[nH]c(-c3ccc(Br)cc3)cc2n1	0.4	-0.1
6	COC(=O)C(NS(=O)(=O)c1ccc([N+](=O)[O-])cc1)c1ccccc1 (stereo not given)	9.3*	0.1
7	CC(=O)Nc1nc2c3cccc4cccc(c(=O)n2n1)c43	0.9	0.0
8	COc1ccc(C2CC(=O)N(C)C3=C2C(=O)CC(C)(C)C3)cc1 (stereo not given)	-0.9	-0.1
9	CCOC(=O)c1c(NCc2c(O)ccc3ccccc23)sc2c1CCCC2	1.2	0.3
10	COc1ccc(N2C(=O)CC(N3CCC(C(N)=O)(N4CCCCC4)CC3)C2=O)cc1 (stereo not given)	1.8	0.0
11	O=C(O)c1cccc([N+](=O)[O-])c1C(=O)n1nnc2ccccc21	0.5	0.1
12	COc1ccc(NC(=O)CCCN(C)S(=O)(=O)c2ccc(Cl)cc2)cc1	0.2	0.1

entry	TEAD-YAP inh	MITF inh
1	-2	-8
2	-6	4
3	6	1
4	-1	12
5	-14	-5
6	9	-2
7	-8	-8
8	0	0
9	-4	-6
10	-2	-5
11	9	11
12	-1	11

Going on with the list.
entry	Compound	GPR151 activ	FBW7 act
13	O=C(NNc1c(F)c(F)cc(F)c1F)c1ccc(S(=O)(=O)N2CCCCCC2)cc1	1.4	0.0
14	COCCn1c(C)cc(C(=O)CN2CCOCC2)c1C	-2.0	0.0
15	Cc1cc(S(=O)(=O)NC2CCCCC2)ccc1OCC(=O)N1CCc2ccccc2C1	0.0	0.1
16	CCOC(=O)CSc1nc2ccccc2o1	-0.8	0.0
17	COCc1ccc(CNc2nc(C)c(-c3ccn(-c4cccc(F)c4)n3)s2)o1	0.7	-0.1
18	Cc1ccc(-c2nc(-c3cccnc3)no2)cc1Cl	1.0	0.0
19	COc1ccc(S(=O)(=O)N(C)C)cc1NC(=O)COC(=O)c1nc2nccc(C)n2n1	-0.7	-0.1
20	CCC(C)NC(=O)c1cc(-c2ccccc2)nc2ccccc12 (stereo not given)	0.3	-0.1
21	CC1(O)c2ccccc2C(=O)N1Cc1cccnc1 (stereo not given)	-0.3	-0.1
22	Cc1ccccc1C(=O)Nc1cc([N+](=O)[O-])ccc1Cl	0.6	0.0
23	N#Cc1ccc(OCC(=O)N2CCCCC2)cc1	-1.6	0.1
24	N#Cc1ccc(NC(=O)COC(=O)CN2C(=O)c3ccccc3C2=O)cc1	1.9	1.1

entry	TEAD-YAP inh	MITF inh
13	10	-1
14	1	49
15	14	4
16	-3	-15
17	4	5
18	-40	8
19	0	1
20	-9	6
21	4	-7
22	0	-4
23	-2	0
24	-2	20

New compounds follow
entry	Compound	GPR151 activ	FBW7 act
25	CC(=O)c1cccc(-c2nc(C)cc(NCCc3ccc(O)cc3)n2)c1	1.1	0.0
26	Cc1ccc(NS(=O)(=O)c2ccc3c(c2)CC(=O)N3)c(C)c1	1.3	0.0
27	O=C(Nc1cccc(C(F)(F)F)c1)c1ccc(N2CC3CC(C2)c2cccc(=O)n2C3)c(NC(=O)c2ccc(Br)o2)c1 (stereo not given)	-1.1	0.0
28	CC(C)/C=C/CN1CCOc2ccc(C(O)c3cccnc3)cc2C1 (stereo not given)	-0.5	0.0
29	Cc1ccc(NC(=O)c2ccccc2NC(=O)c2ccc(Cl)cc2Cl)c(C(=O)c2ccccc2)c1	1.1	0.0
30	CCOc1ccccc1C1C(C(=O)OC)=C(C)NC2=C1C(=O)CC(c1ccc(OC)cc1)C2 (stereo not given)	-1.3	-0.1
31	CC(C)[C@@H]1NC(=O)[C@@H]2C[C@H](NCc3cnn(-c4ccccc4F)c3)CN2C1=O	0.0	-0.1
32	O=[N+]([O-])c1ccccc1OCCNCc1ccco1	-1.0	-0.1
33	CCOC(=O)C(CCCOc1ccccc1F)C(=O)OCC	0.7	0.3
34	COC1(OC)N=C(N)C2(C#N)C(c3ccc(OCc4ccccc4)cc3)C12C#N (stereo not given)	-4.0	-0.3
35	Cc1ccc(S(=O)(=O)CCC(=O)NC23CC4CC(CC(C4)C2)C3)cc1	-2.1	0.5
36	O=C(c1ccco1)N1N=C2CCCCC2C1(O)C(F)(F)F (stereo not given)	2.0	1.0

entry	TEAD-YAP inh	MITF inh
25	-55	9
26	5	-6
27	3	2
28	-1	-11
29	0	12
30	8	-7
31	-12	-5
32	7	19
33	-2	-3
34	-24	38
35	1	8
36	-9	6

Remaining list, next part
entry	Compound	GPR151 activ	FBW7 act
37	CC12NC(=S)NC(c3cc(Br)ccc3O1)C2C(=O)Nc1ccccc1 (stereo not given)	-0.6	0.5
38	CCOc1cc(C(=O)Nc2ccc3nc(N4CCOCC4)cc(C)c3c2)cc(OCC)c1OCC	0.3	0.0
39	Cc1ccc(C2C3CN(C)CC=C3C(C#N)=C(N)C2(C#N)C#N)s1 (stereo not given)	0.7	0.0
40	Cc1cc(C)nc(N2CCN(S(=O)(=O)c3ccc(F)cc3)CC2)n1	0.7	-0.2
41	NC(=O)NC(Cc1ccccc1)C(=O)NCC(=O)Nc1ccc(F)c(F)c1F (stereo not given)	0.8	0.2
42	O=CNC1CCCc2c1[nH]c1ccc(Br)cc21 (stereo not given)	-0.5	-0.1
43	Cc1ccccc1Nc1sc(C(=O)c2ccc(Cl)cc2)c(N)c1C(=O)Nc1ccccc1	0.1	0.2
44	O=c1c([N+](=O)[O-])nnc2nc[nH]n12	1.9&1.1	-0.3&-0.2
45	CC1(N2CCOCC2)CC2(O)C(=[N+]1[O-])CCC/C2=N\O (stereo not given)	1.5	0.6
46	CCCNC(=O)c1ccc2nc(-c3c(C)nn(C)c3C)sc2c1	-0.6	0.0
47	CCc1nc2ccccc2n1CC(=O)NNC(=O)COc1cccc2c1OC(C)(C)C2	2.5	0.0
48	NC(=O)C1CCN(C(=O)/C=C/c2cccc(Cl)c2)CC1	0.5	0.0

entry	TEAD-YAP inh	MITF inh
37	0	6
38	-1	-7
39	-3	1
40	-6	-10
41	5	10
42	9	2
43	14	15
44	3&8	2&3
45	12	19
46	-11	8
47	7	-8
48	-1	-3

The list goes on.
entry	Compound	GPR151 activ	FBW7 act
49	O=C(CC1NC2CCCCC2NC1=O)Nc1cccc(Cl)c1 (stereo not given)	1.5	0.0
50	O=C(O)c1cn(C2CC2)c2c(F)c(F)c(F)cc2c1=O	1.9	0.0
51	Cc1cc(C)nc(SCc2c(C)c(C)c(Br)c(C)c2C)n1	0.5	0.2
52	CC(C)(C)C(=O)Nc1ccc(-c2cc(-c3ccccc3)nc(-c3ccc(NC(=O)C(C)(C)C)cc3)n2)cc1	2.5	0.0
53	CC1=NN(c2ccc(C)cc2)C(=O)C1	-1.4	-1.2
54	Cc1ccc(N2C(=O)C(Cl)=C(Nc3ccccc3)C2=O)c(C)c1	1.5	0.0
55	COc1ccccc1/C=C1\N=C(c2ccccc2Cl)OC1=O	1.0	0.2
56	COc1cccc(N2CCN(C3CCC(C)C3)CC2)c1 (stereo not given)	-0.1	-0.5
57	COc1ccc(-c2csc(NC(=S)NC(=O)c3ccco3)n2)cc1	-1.7	0.1
58	Cn1c(=O)c2c(ncn2CC(=O)N2CCN(c3cccc(C(F)(F)F)c3)CC2)n(C)c1=O	0.0	0.1
59	N#CC1=C(N)Oc2n[nH]c(-c3ccc(Br)cc3)c2C1c1ccc2c(c1)OCO2 (stereo not given)	0.2	-0.9
60	Cc1nc2sccn2c1C(=O)NN=C1CCN(C)CC1	-0.1	0.1

entry	TEAD-YAP inh	MITF inh
49	4	9
50	9	7
51	-1	0
52	6	10
53	3	13
54	17	18
55	10	-11
56	-20	-11
57	-6	16
58	-4	-9
59	19	7
60	-13	-12

Retrieved by structure from the list above, 4 records:
entry	Compound	GPR151 activ	FBW7 act
9	CCOC(=O)c1c(NCc2c(O)ccc3ccccc23)sc2c1CCCC2	1.2	0.3
40	Cc1cc(C)nc(N2CCN(S(=O)(=O)c3ccc(F)cc3)CC2)n1	0.7	-0.2
27	O=C(Nc1cccc(C(F)(F)F)c1)c1ccc(N2CC3CC(C2)c2cccc(=O)n2C3)c(NC(=O)c2ccc(Br)o2)c1 (stereo not given)	-1.1	0.0
4	Cc1cc2ncn(S(=O)(=O)N3CCCCCC3)c2cc1C	-0.9	0.0

entry	TEAD-YAP inh	MITF inh
9	-4	-6
40	-6	-10
27	3	2
4	-1	12

Later entries.
entry	Compound	GPR151 activ	FBW7 act
61	O=C(N/N=C/C=C/c1ccccc1[N+](=O)[O-])c1cc(-c2ccccc2)n[nH]1	3.4	0.1
62	COc1cc(/C=C/c2ccncc2)ccc1OC(=O)c1c(OC)cccc1OC	0.4	0.1
63	O=C(COC(=O)c1ccc(S(=O)(=O)N2CCOCC2)cc1)Nc1ccc2c(c1)OCO2	-1.6	0.0
64	O=C(NCc1ccccc1)C(c1cccnc1)N(C(=O)c1ccccn1)c1cccnc1 (stereo not given)	0.3	-0.1
65	O=C(Nc1ccccc1)C1CC=CCC1C(=O)OCC1CCCO1 (stereo not given)	-0.2	0.1
66	CN(Cc1c(F)cccc1Cl)S(=O)(=O)c1cccs1	-0.1	0.1
67	O=C(N/N=C/c1cccc(Oc2ccccc2)c1)c1cc[n+]([O-])cc1	2.0	-0.2
68	CCOC(=O)N1CCN(S(=O)(=O)c2ccc(C(=O)Nc3nc(-c4ccccc4)cs3)cc2)CC1	-0.2	-0.1
69	COc1ccc(/C=N\NC(=O)c2cccc(Br)c2)c(OC)c1	-0.6	-0.3
70	CCn1nnnc1NCc1ccc(OCc2c(F)cccc2Cl)c(OC)c1	-0.2	0.0
71	O=C(c1cc(S(=O)(=O)N2CCCC2)ccc1F)N1CCN(Cc2ccccc2)CC1	-0.7	-0.1
72	O=C1CCCN1CCn1cnc2c(NCCN3CCOCC3)nc(NC3CCC(O)CC3)nc21 (stereo not given)	1.8	-0.1

entry	TEAD-YAP inh	MITF inh
61	-1	18
62	1	14
63	-1	4
64	-1	11
65	7	5
66	6	8
67	-11	0
68	4	6
69	-14	-2
70	6	2
71	3	0
72	8	10

(more compounds)
entry	Compound	GPR151 activ	FBW7 act
73	COc1ccc(-n2nc3c(c2NC(=O)c2ccccc2C)CSC3)cc1	0.3	-0.2
74	CCOC(=O)/C=C(\C)N1N=C(c2ccccc2)CC1c1ccccc1 (stereo not given)	-2.1	0.3
75	COCCn1c(C)cc(C=C2C(=O)NC(=O)NC2=O)c1C	1.6	-1.5
76	COc1ccc(-c2noc(-c3ccccc3C(=O)NCC3CCCO3)n2)cc1OC (stereo not given)	0.4	0.0
77	CCOC(=O)C1=C(N)N(c2ccc(C)cc2)C2=C(C(=O)CC(C)(C)C2)C1c1ccc(OC)c(OC)c1 (stereo not given)	1.1	0.4
78	OC1CCN(c2cc(-c3cccnc3)nc(-c3ccccc3)n2)CC1	-0.5	-0.1
79	Cc1ccc(-c2nnc(SCc3nc4sc(C)c(C)c4c(=O)[nH]3)n2N)cc1	1.7	-0.2
80	CCN(CC)C(=O)CSc1nnc(-c2ccccc2)c2sc(C)nc12	-0.5	0.0
81	O=C(CC1(O)C(=O)Nc2ccc(Br)cc21)c1cccc(-n2cccc2)c1 (stereo not given)	-0.2	-0.1
82	O=C(Cc1n[nH]c(=O)c2ccccc12)N/N=C/c1ccc(-c2ccc([N+](=O)[O-])cc2)o1	-0.9	0.0

entry	TEAD-YAP inh	MITF inh
73	-5	11
74	-59	-12
75	4	-1
76	12	8
77	2	22
78	12	71*
79	-4	-10
80	-2	12
81	-5	-5
82	-16	-20

Part of the list above, tab-delimited:
nr	SMILES	GPR151 activ	FBW7 act	TEAD-YAP inh	MITF inh
79	Cc1ccc(-c2nnc(SCc3nc4sc(C)c(C)c4c(=O)[nH]3)n2N)cc1	1.7	-0.2	-4	-10
80	CCN(CC)C(=O)CSc1nnc(-c2ccccc2)c2sc(C)nc12	-0.5	0.0	-2	12
81	O=C(CC1(O)C(=O)Nc2ccc(Br)cc21)c1cccc(-n2cccc2)c1 (stereo not given)	-0.2	-0.1	-5	-5
